Screening results (PubChem)
IMP-1 inhibitor – blocks Pseudomonas aeruginosa IMP-1 metallo-beta-lactamase; inhibition, % at 5.6 µM; 0.45% of 290,000 active; AID 1556; purified IMP-1, nitrocefin hydrolysis, epi-absorbance fluorescence;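 active = inhibition above the mean plus 3 SD of all compounds in the same screening run, cut at about 4.5% in these data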;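 note: 0% = IMP-1 with DMSO and 100% = DMSO wells lacking enzyme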
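system = purified recombinant IMP-1 beta-lactamase | amount = 0.2 nM IMP-1, as dispensed | medium = HEPES buffer pH 7.1 with ZnSO4 and Brij 35 | times = 25 °C, 15 min preincubation, 25 min reaction | detection = plate fluorescence quenching by hydrolysis product, ex 480/em 530 nm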
DNA FID counter – displaces DNA intercalator in HCV helicase counter-screen; AID 1845; DNA fluorescent intercalator displacement, fluorescence; 0.17% of 290,000 active; inhibition, % at 7.9 µM; in the data active = inhibition above about 37%;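 note: 0% = vehicle and 100% = reference compound; higher means more ethidium bromide displaced from hairpin DNA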
p-CIP stab down – compounds decreasing mouse p/CIP protein stability; Q05BA5; F442A p/CIP-EGFP cells, EGFP fluorescence, 16 h; decrease of EGFP signal, % at 10 µM; 0.01% of 290,000 active;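 active = EGFP signal decrease of at least 30% at 10 µM or well 3 SD below plate mean, unless failing retest; inactive = the rest, including hits failing retest or dose response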; note: some compounds called inactive have numbers as strong as hits; many of its hits are not listed in these tables
UBC9 SUMO inh – inhibitors of human SUMOylation (UBC9) | P63279 | HTRF SUMOylation assay, SAE1/SAE2 + UBC9, in vitro | inhibition, % at 35 µM | 0.36% of 290,000 active; in the data active = inhibition above about 50%, passing the limit was not always enough; note: strong numbers were not always called active
HCV NS3 hel inh – blocks Hepatitis C virus NS3 helicase unwinding. NS3 helicase DNA unwinding, Cy5 molecular beacon fluorescence. inhibition, % at 10.9 µM. 0.56% of 290,000 active;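 active = inhibition above the mean of all tested compounds plus 3 SD, set per campaign, cut at about 35% in these data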;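 note: 0% = DMSO wells and 100% = thioflavine S control wells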
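Control set: DMSO versus 110 µM thioflavine S; Material: NS3 helicase fragment of HCV; Measured by: Cy5 fluorescence at 0 and 60 min, beacon hairpin quenching; Read-out basis: percent inhibition from t60/t0 fluorescence ratio; Times: reaction time 60 min, 25 °C; Repeats: single replicate; Compound dosing: single dose, 10.9 µM nominal final, DMSO 0.8% final.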
IDE act – boosts human insulin-degrading enzyme activity in HEK cells | activation, % at 5.96 µM | FAbeta-B cleavage, fluorescence polarization; 0% vehicle, 100% cell-free pure enzyme wells | AID 493087 | 0.073% of 340,000 active;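 active = activation above the mean of all tested compounds plus 3 SD, set per screening campaign, cut at about 17% in these data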
Target sequence (P14735 whole entry, looked up): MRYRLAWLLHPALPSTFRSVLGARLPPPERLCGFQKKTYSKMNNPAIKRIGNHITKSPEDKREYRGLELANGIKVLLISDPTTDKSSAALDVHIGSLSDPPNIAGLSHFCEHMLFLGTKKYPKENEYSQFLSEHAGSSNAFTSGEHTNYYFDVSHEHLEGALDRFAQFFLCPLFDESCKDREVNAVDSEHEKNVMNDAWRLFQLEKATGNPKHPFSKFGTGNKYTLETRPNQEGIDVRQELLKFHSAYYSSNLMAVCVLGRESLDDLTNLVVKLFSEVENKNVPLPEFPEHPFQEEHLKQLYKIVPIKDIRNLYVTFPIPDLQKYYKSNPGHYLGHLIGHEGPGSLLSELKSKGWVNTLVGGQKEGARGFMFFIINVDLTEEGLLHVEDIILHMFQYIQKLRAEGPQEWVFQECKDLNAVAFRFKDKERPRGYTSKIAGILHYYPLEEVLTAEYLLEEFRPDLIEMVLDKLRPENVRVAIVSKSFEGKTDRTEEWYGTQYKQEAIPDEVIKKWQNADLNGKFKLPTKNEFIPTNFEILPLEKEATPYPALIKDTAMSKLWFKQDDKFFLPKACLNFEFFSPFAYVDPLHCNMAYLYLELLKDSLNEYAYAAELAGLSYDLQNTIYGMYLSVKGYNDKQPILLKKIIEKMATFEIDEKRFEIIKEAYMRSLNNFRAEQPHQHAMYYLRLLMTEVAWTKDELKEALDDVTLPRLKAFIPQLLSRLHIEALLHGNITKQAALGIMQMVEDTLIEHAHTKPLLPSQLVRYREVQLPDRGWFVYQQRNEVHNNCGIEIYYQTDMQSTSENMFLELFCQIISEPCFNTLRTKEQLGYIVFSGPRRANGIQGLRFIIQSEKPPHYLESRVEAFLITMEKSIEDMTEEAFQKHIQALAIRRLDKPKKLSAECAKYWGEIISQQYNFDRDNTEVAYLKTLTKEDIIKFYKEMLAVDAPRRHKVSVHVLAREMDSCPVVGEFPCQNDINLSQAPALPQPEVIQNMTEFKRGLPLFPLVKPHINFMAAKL
VIM-2 inh – blocks Pseudomonas aeruginosa VIM-2 metallo-beta-lactamase; inhibition, % at 5.6 µM; 0.89% of 290,000 active; purified VIM-2, nitrocefin hydrolysis, epi-absorbance fluorescence;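 active = inhibition above the mean of all tested compounds plus 3 SD, cutoff set per screening run, cut at about 7.5% in these data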;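 note: red hydrolysis product quenches plate fluorescence so inhibitors raise well fluorescence; 0% = enzyme with DMSO and 100% = DMSO without enzyme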
PfM18AAP inh – blocks P. falciparum M18 aspartyl aminopeptidase | recombinant PfM18AAP, H-Glu-NHMec fluorogenic cleavage | inhibition, % at 7.35 µM | 1.2% of 290,000 active | AID 1822;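 active = inhibition above the campaign mean inhibition over all tested compounds plus 3 SD, cut at about 28% in these data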;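 note: 0% = plate median of test compound wells and 100% = 2 mM ZnCl2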
IDE inh – inhibits human insulin-degrading enzyme in HEK cells; P14735; FAbetaB cleavage, fluorescence polarization; inhibition, % at 5.59 µM; 0.41% of 320,000 active; AID 434962;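 active = percent inhibition above the average of all tested compounds plus 3 SD, set per screening campaign, cut at about 16% in these data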;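 note: IDE supplied by intact live HEK cells; FP after avidin binding of uncleaved biotin substrate so inhibition keeps polarization high; 0% = DMSO wells and 100% = 60 µM reference IDE inhibitor Ii1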
The depositor's hits bear a star; x = no result given; & = joins results of further samples; ! = not active in a repeat.

SMILES | IMP-1 inhibitor | DNA FID counter | p-CIP stab down | UBC9 SUMO inh | HCV NS3 hel inh | IDE act | VIM-2 inh | PfM18AAP inh | IDE inh
COc1cccc(-n2c(C)c(C(C)=O)c(C(C)=O)c2C)c1 | 0.7 | -4 | -12 | -2 | -3 | 1 | 0.3 | -8 | 6
CCN1/C(=C/C(C)=C/c2sc3ccccc3[n+]2CC)Sc2ccccc21 | -2.9 | -36 | -5 | 12 | 2 | -15 | 2.4 | 44* | 12
Cc1cccc(-c2noc(CCCC(=O)Nc3ccc(C(N)=O)cc3)n2)c1 | 2.6 | -15 | -14 | 12 | 0 | -6 | 0.3 | 0 | 2
CCOC(=O)c1[nH]c2ccc(Br)cc2c1NC(=O)CCN1CCOCC1 | -3.0 | -6 | -1 | 19 | 2 | 1 | -0.9 | -4 | 1
Cc1ccccc1S(=O)Cc1ccc(C(=O)NC2CCN(Cc3ccccc3)CC2)o1 (stereo not given) | -1.6 | 0 | 0 | -2 | -3 | -6 | -2.9 | 2 | -4
CC1C(=O)Nc2ccccc2N1C(=O)C1CC1 (stereo not given) | 0.0 | -2 | 10 | 23 | -6 | 4 | -2.4 | 2 | -2
CSc1ccc(OCC(=O)Nc2ccc(N3CCOCC3)c(Cl)c2)cc1 | -0.3 | -22 | -9 | -1 | -10 | -2 | -1.8 | 0 | x
Cc1c(C(=O)c2ccccc2C(=O)O)sc2ccccc12 | -1.4 | -22 | -4 | 24 | -6 | 5 | 4.9 | -1 | 0
CCN(c1ccccc1)S(=O)(=O)c1cc(CN2C(=O)c3cccnc3C2=O)ccc1OC | -0.8 | -37 | 19 | 10 | -14 | 11 | 0.4 | -2 | 4
CCC(=O)Nc1ccc2c(c1)nc(CCN1CCC(C)CC1)n2C | -3.5 | -5 | -7 | 3 | 9 | -1 | -1.8 | -4 | 0
COC(=O)c1cc(Cl)c(NC(=O)/C=C/c2ccc(OC)cc2)cc1OC | -3.6 | 1 | -8 | 12 | -3 | 3 | -0.8 | 0 | -3
COc1cc(NC(=O)Cc2ccccc2)ccc1NC(=O)c1ccco1 | 2.0 | -12 | -9 | -40 | 8 | 1 | -0.3 | -6 | 4
Cc1snc(S(=O)(=O)/C(C#N)=N/Nc2cccc(C(F)(F)F)c2)c1C#N | -1.9 | -28 | 6 | -6 | 6 | 2 | -0.2 | 8 | 2
CCOc1ccccc1NC(=O)COC(=O)c1cc(C(=O)OC)cc([N+](=O)[O-])c1 | -4.0 | 0 | -7 | 3 | -6 | 3 | -4.7 | 8 | 5
Cc1nn(Cc2ccc(F)cc2)c(Cl)c1/C=N/NC(=O)c1cccnc1 | -2.9 | -20 | -22 | 8 | -1 | 0 | -1.2 | 4 | 4
COc1ccc(-c2cc(C(=O)N3CCN(S(=O)(=O)c4ccc(C)cc4)CC3)[nH]n2)cc1 | -0.8 | -37 | -12 | 2 | 6 | 3 | 0.4 | 2 | 5
CC(C)C(=O)Nc1cccc(NC(=O)c2cccc(Br)c2)c1 | -2.7 | -6 | 1 | -22 | 0 | -5 | -3.0 | -1 | 8
Nc1nnc(Cc2ccc(Cl)cc2)s1 | -6.2 | 1 | -6 | 19 | 0 | -3 | -3.9 | 1 | -2
Cc1ccc(OCCOC(=O)c2sc(=S)n(C)c2C)cc1 | -2.5 | -3 | -16 | -8 | 12 | 0 | -4.1 | 5 | 2
Cc1cc(OCCCN2CCCC2)ccc1Cl | -1.1 | 5 | -1 | 6 | -9 | 4 | 0.2 | -1 | 0
Cc1ccc(/C(N)=N/OC(=O)c2ccco2)cc1 | -0.1 | 0 | -13 | -9 | -9 | 7 | 0.0 | -19 | 0
Cc1cc(C(F)F)n2ncc(C(=O)O)c2n1 | 0.8 | 1 | 7 | 1 | 1 | 0 | 0.2 | -11 | -3
O=C(Oc1ccc2c3c(c(=O)oc2c1)CCC3)c1ccco1 | -2.0 | -6 | -1 | 29 | -4 | -5 | 5.5 | 12 | 0
COc1ccc(/C(N)=N/OC(=O)Cc2ccccc2[N+](=O)[O-])cc1 | -1.3 | 3 | 0 | -4 | -7 | -4 | -5.3 | 4 | 1
O=C(NCc1ccco1)c1ccc(C(=O)NCc2ccco2)s1 | 1.1 | 0 | -5 | 19 | 2 | 1 | -3.5 | 3 | 2
CCn1c(SCC(=O)NC(=O)NC(C)(C)C)nc2ccccc21 | -0.5 | -22 | -3 | -3 | 10 | 1 | 2.4 | -9 | 1
O=C(O)CSc1nnc(COc2ccc([N+](=O)[O-])cc2)n1-c1ccccc1 | -0.3 | -32 | -18 | 17 | 1 | 1 | -1.0 | -1 | -3
COc1cc(NC(=O)c2cccc(C)c2)ccc1NC(=O)c1cc2ccccc2o1 | -1.9 | -20 | -1 | 17 | 9 | -9 | -2.2 | -2 | 4
N=c1c(S(=O)(=O)c2ccccc2)cc2c(=O)n3ccccc3nc2n1CC1CCCO1 (stereo not given) | -2.3 | 8 | -9 | 42 | 0 | 6 | 4.3 | 10 | 1
COCCCNC(=O)[C@H](Cc1c[nH]c2ccccc12)NC(=O)OCc1ccccc1 | -2.8 | -24 | -5 | -9 | 1 | 3 | -2.9 | -1 | -1
O=S1(=O)CCC(NS(=O)(=O)c2cccc3cccnc23)C1 (stereo not given) | -0.1 | -1 | -1 | 22 | -3 | 5 | -2.8 | 2 | 1
O=C(NCC1CCCO1)c1ccc2c(=O)n(CCc3ccccc3)c(=O)[nH]c2c1 (stereo not given) | -1.4 | -9 | -9 | 12 | -8 | 1 | -2.9 | -1 | 1
Cc1ccc(C(c2sc3nc(C)nn3c2O)N2CC(C)OC(C)C2)cc1 (stereo not given) | -0.3 | -24 | 1 | 0 | 13 | -4 | 0.9 | 7 | 3
CSCc1ccc(C(=O)Nc2cccc(C)c2C)cc1 | -3.7 | -6 | 1 | 10 | 8 | 2 | -3.9 | -7 | -9
CCOCCCNC(=O)c1ccc(NC(=O)C2=CSCCO2)cc1 | 0.3 | -19 | -2 | -5 | 13 | 2 | 0.1 | 0 | -4
COC(=O)c1ccccc1NC(=S)N1CCN(c2ccc(OC)cc2)CC1 | -0.8 | -13 | 0 | -2 | -11 | 3 | 0.5 | -9 | -3
COc1ccc(-c2cc(=O)c3c(OC)c(OC)c(OC)c(OC)c3o2)cc1OC | -1.0&-2.9 | -34&-35 | -10&-4 | 20&15 | -4&2 | 8 | 10*! | 3&0 | -2
CC(=O)c1nnn(-c2nc(N)nc(N(c3ccccc3)c3ccccc3)n2)c1C | -3.1 | -8 | -11 | -19 | -34 | -10 | -0.6 | -2 | 14
CCCCNC(=S)Nc1ccc(C(F)(F)F)cc1 | -4.8 | 6 | -27 | 19 | 1 | 4 | -3.1 | -5 | 10
O=C(Nc1nnc(C2=COCCO2)o1)C1CCCCC1 | -1.4 | -1 | 16 | 15 | -5 | 0 | -3.6 | -4 | 10
O=C(NCCOC(=O)c1ccc([N+](=O)[O-])cc1)c1cccnc1 | -2.3 | 1 | 5 | 7 | 2 | -1 | -2.1 | 4 | -1
Cc1ccc(C(=O)CC(c2cccs2)S(=O)(=O)c2ccc(C)cc2)cc1 (stereo not given) | -3.5 | 2 | 8 | -9 | 5 | 6 | -2.2 | -1 | 4
Cc1cc(=O)n2[nH]c(-c3cccnc3)nc2n1 | -0.5 | -5 | -6 | 25 | -2 | x | -4.1 | 5 | 3
O=C(c1ccc(Cl)c(S(=O)(=O)N2CCCC2)c1)N1CCN(c2ccccc2F)CC1 | -1.6 | -30 | -8 | 14 | -13 | -1 | -3.0 | 4 | 2
CC(C)(C)OC(=O)N1CCC[C@H]1C(=O)N/N=C/c1ccc2ncccc2c1 | -3.5 | -14 | 4 | -6 | 13 | 3 | -2.4 | -2 | 6
O=C(CSc1nnc(-c2ccncc2)o1)c1ccc2c(c1)OCCO2 | -1.8 | -1 | 0 | 19 | -10 | -3 | -2.8 | -1 | 9
O=C(COc1ccc(S(=O)(=O)N2CCOCC2)cc1)Nc1ccccc1C(F)(F)F | -2.6 | -16 | -10 | 12 | 0 | 3 | -0.1 | -1 | 0
CCc1nc(SCC(=O)Nc2c(C)n(C)n(-c3ccccc3)c2=O)n[nH]1 | -2.3 | -3 | 6 | -3 | 4 | 2 | -4.3 | 7 | 3
O=C(Nc1ccnn1C1CCN(C2CCCC2)CC1)c1ccccc1 | -5.4 | 3 | -11 | 0 | 4 | 5 | -3.4 | -7 | 10
O=C(CCNc1ccc(F)cc1)c1ccco1 | -4.7 | 3 | -17 | -16 | -9 | 5 | -5.5 | 6 | 0
Cc1nc(SCC(N)=O)[nH]c(=O)c1CCC(C)C | -1.2 | -5 | -14 | 18 | 12 | 2 | -2.9 | -1 | 0
O=C(Nc1nc2c(s1)CCCC2)c1cccs1 | -1.9 | -4 | 2 | 2 | -2 | 3 | -1.6 | 5 | 2
Cc1cccn2c(=O)c3cc(C(=O)NC4CCCCC4)c(=N)n(CCN4CCOCC4)c3nc12 | -3.3 | -1 | -8 | 17 | 5 | 5 | -4.4 | 2 | -1
O=C(c1cc(-c2ccccn2)nc2c(Cl)cccc12)N1CCN(C(=O)C2CCCO2)CC1 (stereo not given) | -4.4 | -19 | 1 | 2 | 3 | 8 | -3.6 | 3 | 8
Cc1ccsc1C(=O)OCC(=O)NC1CCS(=O)(=O)C1 (stereo not given) | -4.1 | 0 | -7 | 1 | 9 | 1 | -1.6 | -14 | -7
CCS(=O)(=O)c1nc(S(=O)(=O)c2ccc(Cl)cc2)c(N2CCC(O)CC2)s1 | -0.4 | -14 | -2 | 1 | 4 | 4 | 1.7 | 0 | 0
CCC(C)C(NC(=O)OCc1ccccc1)C(=O)NC(Cc1ccc(O)cc1)C(=O)OC (stereo not given) | -1.6 | -12 | -24 | -5 | -2 | -2 | -0.1 | 2 | 1
Nc1nonc1-c1noc(CCCN2C(=O)c3ccccc3C2=O)n1 | -4.7 | 3 | -16 | 18 | 8 | 7 | -1.0 | 2 | 5
CCN(Cc1cc2cc(C)ccc2[nH]c1=O)C(=O)c1cccc([N+](=O)[O-])c1 | -3.2 | -8 | -4 | 5 | -21 | 3 | -4.4 | -1 | 1
Cc1ccc(S(=O)(=O)N(CCO)Cc2cc3ccc(C)c(C)c3[nH]c2=O)cc1 | -2.6 | -31 | -4 | -9 | -5 | 4 | -2.5 | 2 | 7
COc1ccc(S(=O)(=O)N2CCC(C(=O)N3CCN(C)CC3)CC2)cc1OC | -1.1 | -1 | -1 | 3 | 9 | 0 | -0.7 | -1 | 3

3 structures from above, arranged by SMILES length, descending.
SMILES | IMP-1 inhibitor | DNA FID counter | p-CIP stab down | UBC9 SUMO inh | HCV NS3 hel inh | IDE act | VIM-2 inh | PfM18AAP inh | IDE inh
Cc1ccc(OCCOC(=O)c2sc(=S)n(C)c2C)cc1 | -2.5 | -3 | -16 | -8 | 12 | 0 | -4.1 | 5 | 2
CCCCNC(=S)Nc1ccc(C(F)(F)F)cc1 | -4.8 | 6 | -27 | 19 | 1 | 4 | -3.1 | -5 | 10
Nc1nnc(Cc2ccc(Cl)cc2)s1 | -6.2 | 1 | -6 | 19 | 0 | -3 | -3.9 | 1 | -2
